# SSB-PriA inh – K. pneumoniae PriA-SSBct interaction inhibition. actives 0.6% (n = 430,000). AlphaScreen SSBct-PriA binding, biotinylated peptide. AID 1272365. inhibition, % at 33 µM; in the data active = inhibition mostly above about 37%, no sharp cut-off; inactive = mostly below about 20%;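 also: plate controls were negative control peptide for no effect and reference peptide for full effect; strong numbers were not always called active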
# Active calls of the source: *; & = joins results of further samples. The list is partial; count on the stated rates, not on these rows.
# A first look, 6 compounds:
mol,SSB-PriA inh
Cc1cc(C)n(-c2cc(N3CCC[C@H](C(=O)NCCC4=CCCCC4)C3)ncn2)n1,0.0
COc1cccc(C=NNc2ncnc(N)c2[N+](=O)[O-])c1OC,4.0
COc1ccc(C)c2sc(NCCCN(C)C)nc12,16.0
Cc1cc(C)n(CCNC(=O)c2cc3n(n2)CCCO3)n1,-18.0
CO[C@@H](CNC(=O)c1ccccc1Br)c1ccccc1Cl,-7.0
COc1cc(C=NNc2ccc(C(F)(F)F)cn2)ccc1O,-6.3

# All compounds of this part, from the first entry:
mol,SSB-PriA inh
Cc1cc(C)n(-c2cc(N3CCC[C@H](C(=O)NCCC4=CCCCC4)C3)ncn2)n1,0.0
COc1cccc(C=NNc2ncnc(N)c2[N+](=O)[O-])c1OC,4.0
COc1ccc(C)c2sc(NCCCN(C)C)nc12,16.0
Cc1cc(C)n(CCNC(=O)c2cc3n(n2)CCCO3)n1,-18.0
CO[C@@H](CNC(=O)c1ccccc1Br)c1ccccc1Cl,-7.0
COc1cc(C=NNc2ccc(C(F)(F)F)cn2)ccc1O,-6.3
O=C(CCc1ccccc1)N(Cc1cccs1)C1CCOCC1,-8.0
C/C=C/c1ccc(OC2OC(CO)C(O)C(O)C2NC(C)=O)c(OC)c1 (stereo not given),-4.0
COc1ccccc1C(=O)Nc1nnc(-c2ccc(Br)s2)o1,-2.0
CCc1ccc(-c2cc3c(SCC(=O)Nc4ccc(Br)cc4)nccn3n2)cc1,4.0
CC(C)Oc1ccc(C(O)=C2C(=O)C(=O)N(CCN(C)C)C2c2cccs2)cc1 (stereo not given),-2.3
C#CCn1cc(C=NNC(=O)COc2cccc3cccnc23)c2ccccc21,-11.9
NC(=O)Cn1nnn(-c2ccc(NC(=O)c3nc4ccccc4s3)cc2)c1=O,-13.0
CC(=NOCC(=O)Nn1c(=O)[nH]c2ccccc2c1=O)c1ccccc1,-7.0
O=C(CNC(=O)c1ccc(F)cc1)NN=Cc1ccc(O)c([N+](=O)[O-])c1,-7.5
CCOC(=O)C(C#N)=NNc1ccc(S(=O)(=O)Nc2cc(OC)nc(OC)n2)cc1,-1.2
O=C(NCC(c1cccnc1)N1CCc2ccccc2C1)c1cccc(F)c1 (stereo not given),-3.0
CCC(=O)c1ccc(OC[C@@H](O)CN2CCN(c3cc(Cl)ccc3Cl)CC2)cc1,-22.0
COc1ccc(S(=O)(=O)Nc2ccc(N=Nc3ccccc3)cc2)cc1,48.0
O=C(Cn1c(=O)oc2ccccc21)N1CCN(Cc2cnc3ccccn23)CC1,-2.0
CC(=NNc1cccc2cccnc12)c1ccc[nH]1,2.0
COc1ccc(OC)c(-c2ccc(N3CCN(S(=O)(=O)c4cccnc4)CC3)nn2)c1,-36.0&-7.0
O=c1c2ccccc2n2c(SCc3cccc(C(F)(F)F)c3)nnc2n1Cc1ccccc1,-12.0
O=C1C2C3C=CC(CC3)C2C(=O)N1N=Cc1ccc(O)c(O)c1 (stereo not given),-3.8
CC(=O)Oc1ccc(N(C(C)=O)S(=O)(=O)c2ccc(Cl)cc2)cc1,-5.0
Cc1csc(C(=O)NCC#CCOc2ccccc2C(N)=O)c1,-8.0
O=C(COc1ccccc1)N1CCN(c2ccc(-c3ccccc3)nn2)CC1,10.0
CCOc1ccc(NC(=S)NN=C(C)Cc2ccc(OC)cc2)cc1,13.4
COc1ccc(Cl)cc1NC(=O)CS(=O)(=O)c1cccs1,-3.0
Cc1ccccc1NC(=O)CN1C(=O)c2ccccc2OC(C)C1=O (stereo not given),-26.0
COc1ccc(Br)c(C(=O)N2CCC(Oc3ccc(C)nn3)CC2)c1,-7.0
Brc1cc2cccnc2c2ncccc12,151.0*
Cc1cc(NCC(O)c2ccc([N+](=O)[O-])cc2)nc(-n2nc(C)cc2C)n1 (stereo not given),4.0
CN(C)CCCNc1nc2ccc(F)cc2s1,16.0
Cn1cccc1-c1noc(CNC(=O)C2CCN(C(=O)c3ccccc3)CC2)n1,-1.0
COC(=O)c1ccc2nc(NC(=O)c3ccc4c(c3)CCCC4)sc2c1,-7.0
CCc1n[nH]c(=S)n1N=Cc1ccc2c(c1)OCO2,-18.4
O=C(O)CCn1c2ccccc2c2ccccc21,-12.0
CC1CN(C(=O)Cn2c(S(=O)(=O)C(C)C)nc3ccccc32)CC(C)O1 (stereo not given),4.0
Cc1nnc2ccc(OCCNS(C)(=O)=O)nn12,-13.0
COc1ccc(CC(=O)Nc2sc3c(c2-c2nc4ccccc4s2)CCN(C(C)C)C3)cc1,-24.0
CCOc1cc(C=NNC(N)=O)ccc1OCC(=O)Nc1ccc(C)c(C)c1,4.8
Cc1ccc(S(=O)(=O)n2nc(C)c(Cl)c2C)c(C)c1,-51.0
Cc1nc(C)c(C(=O)NN=Cc2c[nH]c3ccccc23)s1,5.9
CCCOc1ccc(-c2c(C(=O)NN=Cc3ccco3)nnn2-c2nonc2N)cc1,7.2
CCCC(=O)Nc1ccc(S(=O)(=O)NCCn2nc(-c3cccnc3)ccc2=O)cc1,-2.0
CC(CC(=O)Nc1ccc([N+](=O)[O-])cc1)=NNC(=O)C1CC12CCC2 (stereo not given),1.8
CCOC(=O)c1ncc(-c2ccc(OC)cc2)o1,-18.0
Cc1nc2c([nH]1)C[C@@H](C(=O)N1CCN(Cc3ccccn3)CC1)CC2,-7.0
O=C(COc1ccc(F)cc1)N1CCc2nc3ccc(Cl)cn3c(=O)c2C1,0.0
CCn1nc(C(=O)Nc2nc3c(C)cc(C)cc3s2)cc1C,-1.0
O=C(C1c2ccccc2Oc2ccccc21)N1CCC(c2nc3ccccc3[nH]2)CC1,-5.0&7.0
O=C(CCN1C(=O)c2ccccc2S1(=O)=O)Nc1ncccn1,1.0
Br/C(C=NN1CCN(c2ccccn2)CC1)=C\c1ccccc1,5.3
O=C(Nc1nc(-c2ccc(Br)cc2)cs1)c1cc(Cl)cc(Cl)c1,-1.0
COC(=O)c1ccc(S(=O)(=O)NCC2CCN(C(=O)c3ccoc3)CC2)cc1,-13.0
O=C(CCn1nc(-c2ccc(F)cc2)ccc1=O)N1CCN(c2ccccn2)CC1,-15.0
Cc1ccccc1Cn1c(=O)n(-c2ccc(CC(=O)NCC(C)C)cc2)c(=O)c2ccccc21,-14.0
Cc1ccc(NC(=O)c2cccc3ccccc23)c(Br)c1,-7.0
Cn1c(=O)n(C)c2cc(C=NNC(N)=S)ccc21,-11.3

# Quoted at random: four entries already listed
mol,SSB-PriA inh
Brc1cc2cccnc2c2ncccc12,151.0*
COC(=O)c1ccc(S(=O)(=O)NCC2CCN(C(=O)c3ccoc3)CC2)cc1,-13.0
O=C(C1c2ccccc2Oc2ccccc21)N1CCC(c2nc3ccccc3[nH]2)CC1,-5.0&7.0
Cn1cccc1-c1noc(CNC(=O)C2CCN(C(=O)c3ccccc3)CC2)n1,-1.0

# Following part
mol,SSB-PriA inh
COc1ccc(NC(=O)CS(=O)(=O)c2ccc(Cl)s2)cc1OC,-16.0
CCOC(=O)C(C)Sc1nnc2[nH]c(=O)c3c(n12)CCCC3 (stereo not given),-11.0
CSc1ccccc1C(=O)Nn1cnc2c(cnn2-c2ccc(C)c(C)c2)c1=O,4.0
Cc1ccc2sc(NNC(=O)c3ccc(S(=O)(=O)N4CCCC4)cc3)nc2c1C,11.0
CCc1ccc(NC(=O)Cn2nc3n(Cc4ccco4)c(=O)c4sccc4n3c2=O)cc1,-7.0
CCOc1ccccc1CNC(=O)c1ccc(Cn2c(=O)[nH]c3cc(OC)c(OC)cc3c2=O)cc1,-18.0&4.0
C/C(=N/O)C12CC3CC(CC(C3)C1)C2,-8.0
CC(Cc1ccoc1)NC(=O)c1cc(Br)cs1 (stereo not given),-1.0
COc1ccc(OC)c(NC(=O)CSc2nc3cc(-c4ccccc4)sc3c(=O)n2C)c1,-12.0
COC(=O)CS[C@H]1CCN(C(=O)Cc2c[nH]c3ccccc23)C1,4.0
CCOC(=O)c1c(NC(=O)/C(C#N)=C/c2cn(C)c3ccccc23)sc(C)c1C,-4.0
COc1ccc(NC(=O)CSc2nc(C3CC3)nc3c2c(=O)n(C)c(=O)n3C)c(OC)c1,-4.0
Cn1nc(CN(Cc2ccco2)S(=O)(=O)c2ccc3oc(=O)n(C)c3c2)c2c1CCC2,-10.0
COc1cc(C=NNC(=O)c2cccnc2)ccc1OS(=O)(=O)c1cc(C)ccc1C,-4.9
Cc1cccc(C(=O)NCC(c2ccc3c(c2)CCN3C)N2CCCC2)c1 (stereo not given),9.0
Cc1ccccc1C(=O)NCCn1cc(SCC(=O)Nc2ccccc2C(F)(F)F)c2ccccc21,-9.0
CCOC(=O)c1ccc(NC(=S)N2CCc3ccccc3C2)cc1,-1.0
CC1Oc2ccccc2C=C1C=NNC(=O)c1ccccc1O (stereo not given),-7.9
Cc1ccc(Cn2cc(C(=O)NNC(=O)Nc3ccc(Cl)c(Cl)c3)ccc2=O)cc1,-6.0
COc1ccccc1N1C(=O)C[C@H](N2CCN(c3ccc(F)cc3)CC2)C1=O,-4.0
Fc1ccc(Nc2nc(N3CCN(c4cccc(Cl)c4)CC3)nc3nccnc23)cc1,-12.0
O=C(/C=C/c1ccc(F)cc1)c1ccc(Br)s1,1.0
Cc1c(Cl)ccc2sc(N(Cc3ccccn3)C(=O)Cc3ccc(S(C)(=O)=O)cc3)nc12,-7.0
O=C(CSc1nnc2ccc3ccccc3n12)NCC1CCCO1 (stereo not given),-3.0
CCC(C)n1c(=O)c2ccccc2n(Cc2nc(-c3ccccc3Cl)no2)c1=O (stereo not given),1.0
O=C(COc1ccccc1)Nc1nc2c(s1)CSc1ccccc1-2,-5.0
Cc1nc2sc(C(=O)Nc3ccc(Br)cc3)c(N)c2c(C)c1C,-17.0
O=C(CC1NCCNC1=O)OC1CCCCC1 (stereo not given),-4.0
CCOc1ccc(-c2cc3c(=O)n(Cc4nc(-c5cccc(C)c5)no4)ccn3n2)cc1,-12.0
COCCn1c(=NC(=O)c2cc(-c3ccccc3)nc3ccccc23)sc2cc(S(C)(=O)=O)ccc21,-10.0
COC(=O)C1c2ccsc2CCN1C(=O)C1CC(=O)N(C)C1 (stereo not given),2.0
N#CCCn1c2ccc(I)cc2c2cc(I)ccc21,-4.0
CCc1ccc(NC(=O)CON=C(C)c2cc3ccccc3o2)cc1,-5.6
COCC(=O)Nc1cc(-c2cn3nc(OC)ccc3n2)ccc1C,-19.0
CC(=O)N1CCCc2ccc(NC(=O)C(=O)NCc3ccco3)cc21,-6.0
COc1ccc(C=NN2CCOCC2)cc1COc1ccc(F)cc1,13.2
CCOC(=O)c1csc(NC(=O)C2CCN(c3ccc(-c4ccco4)nn3)CC2)n1,0.0
O=C(Nc1ccc2c(c1)CCCN2S(=O)(=O)c1cccs1)c1cc2ccccc2oc1=O,2.0
COc1cc2nc3sc(Nc4ccc(Br)cc4)nn3c(=O)c2cc1OC,-18.0
CCOc1ccc(-c2csc(-n3nc(C)cc3NC(=O)Cc3cccs3)n2)cc1,-6.0
COc1ccc(-c2cc(=O)n(CCN3C(=O)c4ccccc4C3=O)cn2)cc1,-9.0
CCS(=O)(=O)N1CCN(Cc2nc(-c3ccc(Cl)cc3)cs2)CC1,-7.0
COc1ccc2nc(-c3ccc(C)c(NS(=O)(=O)c4ccc(F)c(Cl)c4)c3)cn2n1,11.0
COc1ccc(OC)c(-c2nnc(NC(=O)/C=C\c3ccc4c(c3)OCO4)s2)c1,-6.0
O=C(NCc1nccc(N2CCOCC2)n1)c1ccco1,-15.0
CCC(=O)N1CCN(Cc2nc(-c3ccco3)cs2)CC1,1.0
COc1ccc(-c2cnc(SCC(=O)Nc3nc4ccccc4s3)n2C)cc1,-15.0&-1.0
O=C(CCc1ccc(C(F)(F)F)cc1)N1CC(S(=O)(=O)C2CCCCC2)C1,-11.0
CC(C)(C)c1cc(C(=O)NN=Cc2ccc(F)cc2)n(-c2ccccc2)n1,-7.8
COc1ccc(OC)c(C=NNC(=O)CSc2cc(C)nc3c(OC)cccc23)c1,-9.8
CCNC(=S)NN=C(C)c1cccc([N+](=O)[O-])c1,9.3
CN(C)CC#CCNC(=O)c1ccc(C(C)(C)C)cc1,-5.0
Cc1cc(C(=O)N2CCC(c3nc4ccccc4s3)CC2)nn1C,-17.0
CC(=O)Nc1nc(SCC(=O)N2CCCC2)[nH]c(=O)c1NC(=O)c1ccccc1,-10.0
O=C(Cc1cc(-c2cc3ccccc3o2)on1)NCc1ccc2c(c1)OCO2,10.0
COc1ccc(C(=O)NNc2nc3c(OC)ccc(C)c3s2)c(OC)c1,10.0
Cc1cccc(C(=O)N2CCC(c3nnc(-c4ccco4)o3)CC2)c1,1.0
CCOc1ccc(-c2ccc3nnc(SCC(=O)c4ccc(OC)cc4)n3n2)cc1,-3.0
Cc1ccc(OCc2ccc(-c3nc(C#N)c(N4CCCCCC4)o3)o2)cc1,39.5
Cc1nc(-c2cccs2)sc1CNC(=O)Cc1c(C)noc1C,-11.0

# The results go on:
mol,SSB-PriA inh
CS(=O)(=O)Nc1ccccc1C(=O)CC1(O)C(=O)Nc2ccc(Cl)cc21 (stereo not given),-6.0
CN(c1ccccc1)c1ccc(C=NN2CCOCC2)cc1,22.8
O=C(Nc1ccccc1)Nc1nc(C(=O)NC2CC2)cs1,1.0
Cc1nc2c(SCC(=O)Nc3ccc4c(c3)OCO4)nnc(-c3ccccc3)c2s1,-3.0
CN1C(=O)c2cccc(NC(=O)CN3C(=O)c4ccccc4C3=O)c2C1=O,0.0
Cc1onc(-c2ccccc2Cl)c1C(=O)N1CCC(c2ccsc2)CC1,-11.0
Cc1ccc(NC(=O)CC2CSc3nc(C(C)C)cc(=O)n32)cc1 (stereo not given),10.0
CN(C)S(=O)(=O)c1ccc(C(=O)O)cc1,-13.0
